E-sel TNF inh = blocks E-selectin expression induced by TNF alpha | HUVEC TNFa-induced E-selectin immunofluorescence, high content | inhibition, % at 2 µM | 0.71% of 120,000 active | AID 1246;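 active = inhibition above the batch mean plus 3 SD, and confirmed as a hit on visual image review, cut at about 43% in these data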;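 note: 0% = TNF-stimulated DMSO wells and 100% = unstimulated control wells; not every result past the cut was called active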
BB579 growth dn = reduces growth of yeast BB579 in restrictive medium; S. cerevisiae BB579 growth, OD615, 48 h; inhibition, % at 10 µM; 0.51% of 140,000 active;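 active = inhibition above a set limit, 3 SD over the mean compound inhibition, cut at about 44% in these data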; note: inactives centre near -24
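Assay system: S. cerevisiae DeaD strain BB579 yeast. Medium: CSMM-D restrictive synthetic medium containing dextrose (glucose). Times: 4 h cell preincubation, 48 h compound exposure, 30 °C humidified. Signal: OD615 turbidity measurement. Benchmarks: positive control amphotericin B 10 µg/mL.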
NPY Y2 blocker = antagonists of human neuropeptide Y receptor Y2. 0.99% of 140,000 active. inhibition, % at 2.7 µM. P49146. NPY-Y2 expressing cells, antagonist mode; in the data active = inhibition above about 17%;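 note: 0% = vehicle with agonist challenge and 100% = reference antagonist with challenge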
Target sequence (P49146 whole entry, looked up): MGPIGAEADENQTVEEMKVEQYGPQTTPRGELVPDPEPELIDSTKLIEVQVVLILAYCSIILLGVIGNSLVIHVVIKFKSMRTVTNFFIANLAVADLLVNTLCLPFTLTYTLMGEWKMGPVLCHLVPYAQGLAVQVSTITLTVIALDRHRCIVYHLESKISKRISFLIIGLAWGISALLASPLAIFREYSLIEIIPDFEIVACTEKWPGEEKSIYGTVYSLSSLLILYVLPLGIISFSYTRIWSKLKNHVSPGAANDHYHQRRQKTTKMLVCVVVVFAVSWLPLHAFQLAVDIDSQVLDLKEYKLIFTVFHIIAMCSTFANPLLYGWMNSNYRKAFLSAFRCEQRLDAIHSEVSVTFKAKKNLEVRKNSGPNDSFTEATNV
Measles CPE = protection of cells from measles virus; Measles virus-infected cells, CPE protection, absorbance; protection (pct of control), % at 4 µM; 1.5% of 140,000 active; AID 841; in the data active = protection mostly above about 24%, no sharp cut-off; inactive = mostly below about 26%; note: some compounds called inactive have numbers as strong as hits
GALR2 antag = blocks the human galanin receptor 2. AID 828. 0.39% of 140,000 active. inhibition, % at 4 µM. GALR2-expressing cells, antagonist mode. O43603; in the data active = inhibition above about 27%;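 note: cells stimulated with galanin 1-16 at roughly its EC80; 0% = agonist challenge control and 100% = basal control without agonist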
Target sequence (O43603 whole entry, looked up): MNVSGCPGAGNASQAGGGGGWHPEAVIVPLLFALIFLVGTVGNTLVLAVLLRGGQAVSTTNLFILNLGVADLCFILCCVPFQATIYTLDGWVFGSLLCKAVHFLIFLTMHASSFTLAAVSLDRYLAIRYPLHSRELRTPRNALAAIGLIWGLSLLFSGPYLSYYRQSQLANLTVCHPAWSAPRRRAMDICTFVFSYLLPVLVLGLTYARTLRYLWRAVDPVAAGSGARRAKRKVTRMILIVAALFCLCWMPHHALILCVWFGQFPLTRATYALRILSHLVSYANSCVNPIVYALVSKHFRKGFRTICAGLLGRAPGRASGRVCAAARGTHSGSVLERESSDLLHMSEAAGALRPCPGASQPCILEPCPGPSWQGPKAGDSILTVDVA
Yeast life ext = extends the lifespan of yeast. S. cerevisiae growth with nicotinamide, OD615; deaD strain in restrictive glucose medium. 0.68% of 130,000 active. inhibition of the nicotinamide effect, % at 10 µM;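 active = inhibition above a set limit, placed 3 SD over the median of all compounds, cut at about 26% in these data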;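 note: 0% = nicotinamide-treated wells and 100% = cells grown without nicotinamide; some compounds called inactive have numbers as strong as hits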
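System: Modified budding yeast, DeaD strain | Buffer or medium: Restrictive glucose medium | Also added: 1.5 mM nicotinamide | Doses: 10 µM single point, 0.25% DMSO | Schedule: 48 h compound exposure at 30 °C, humidified | Detection: Absorbance at 615 nm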
bCat KO growth = beta-catenin-lacking colon tumor cell growth suppression; HCT116 beta-catenin knockout viability, CellTiter-Glo, 60 h; stronger effect = lower value; viability, % at 10 µM; 1.5% of 140,000 active; AID 818;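 active = viability at or under a set limit, the compound median less 4 SD, cut at about 6% in these data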;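 note: 0% = Hyamine 1622 control at 20 µM and 100% = untreated cell control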
Phagocyt inh = blocks phagocytosis by macrophages; J774A.1 macrophage IgG-bead phagocytosis, imaging; inhibition, % at 5 µM; 0.07% of 110,000 active; AID 1029;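 active = inhibition above the mean of the plate negative controls plus 5 SD, cut at about 13% in these data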;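 note: phagocytic index as fraction of beads internalized from green versus red external bead signal; plate controls were DMSO negative control for no effect and cytochalasin-D positive control for full effect; some results beyond the cut were filed as inactive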
MRP1 act = activates MRP-1 | H69AR cells + doxorubicin, viability rescue, CellTiter-Glo | viability increase, % at 10 µM | 0.61% of 140,000 active;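 active = viability gain under doxorubicin at or above a set limit, the compound median plus 3 SD, cut at about 4.7% in these data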;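 note: MRP-1 overexpressing cells given doxorubicin 25 µM after compound pretreatment; 18-22 h compound pretreatment then 72 h with doxorubicin before readout; 0% = doxorubicin-only wells and 100% = vehicle-treated cells without doxorubicin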
HCT116 PTEN-null = growth suppressors of cells with PTEN tumor suppressor deletion | HCT116 PTEN-null viability, CellTiter-Glo, 60 h; stronger effect = lower value | viability, % at 10 µM | 1.2% of 140,000 active | AID 827;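 active = viability at or below a set limit, 4 SD under the median of all tested compounds, cut at about 3.7% in these data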;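 note: PTEN knockout HCT116 line with beta catenin targeted HCT116 as companion control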
Numbers without * were called inactive; x = not tested or not shown. An unsorted share of the library, and some 6.4% of all compounds hit somewhere here.

SMILES	E-sel TNF inh	BB579 growth dn	NPY Y2 blocker	Measles CPE	GALR2 antag	Yeast life ext	bCat KO growth	Phagocyt inh	MRP1 act	HCT116 PTEN-null
COc1ccccc1NC(=O)Oc1ccc(C(C)=O)cc1	-7.2	-12.4	4.1	22.4	-1.6	-13.7	90.2	x	-3.6	82.7
CC1=CC(C)(C)Nc2ccc(OC(=O)CN3C(=O)CCC3=O)cc21	-21.1	-11.0	-1.2	3.3	9.3	0.5	1.0*	2.8	-4.4	1.5*
NS(=O)(=O)c1ccc(NC(=S)N2CCN(S(=O)(=O)c3ccc(F)cc3)CC2)cc1	x	-10.6	-0.3	6.7	2.1	5.3	83.4	-3.2	-1.8	81.8
CC(=O)Nc1nc(N2C(=O)c3ccccc3C2=O)n(-c2ccccc2)n1	-30.6	-8.8	-1.3	5.3	-9.9	2.1	103.2	1.4	-1.3	103.4
CC(C)NC(=O)COC(=O)/C=C/c1ccc(F)cc1	x	-11.1	1.2	15.4	2.0	-4.6	93.5	-1.0	-1.1	106.4
Cc1ccc([N+](=O)[O-])cc1/C=N/Nc1nnnn1-c1ccccc1	-3.4	-25.2	0.8	17.4	-10.2	-14.1	99.5	-0.6	-4.6	87.8
CCCCn1nnc(NC(=O)Cc2ccc(Cl)cc2)n1	-14.2	-37.7	0.8	3.4	4.7	-15.6	96.3	2.3	-0.4	91.1
COc1ccc2cc(CN(C(=O)Nc3ccccc3OC)C3CCCC3)c(=O)[nH]c2c1	x	-52.5	-2.9	16.0	-8.6	-10.9	48.1	-0.8	-2.0	42.4
Cn1c(CCNC(=O)c2ccccc2F)nnc1SCc1nc2ccccc2c(=O)[nH]1	22.7	-32.3	3.9	2.0	15.1	-12.4	89.5	-1.9	-0.8	98.3
CCN(CC)S(=O)(=O)c1ccc(C(=O)Nc2ccc3c(c2)OCCO3)cc1	-40.8	-52.0	3.6	4.4	14.3	-7.8	86.8	0.2	-0.6	83.8
CCCCOc1ccc(S(N)(=O)=O)cc1	-14.6	-26.8	-1.9	7.2	0.8	-12.9	85.7	-0.5	1.0	90.3
CC(O)COc1ccc(/C(=N/O)c2ccccc2)cc1 (configuration not stated)	-7.1	-46.7	-1.6	1.8	-11.8	-5.4	97.4	-3.3	-0.4	96.3
COc1ccc(C(=O)COC(=O)CCn2nnc(-c3cccc(O)c3OC)n2)cc1	-88.2	-32.2	5.6	2.6	5.9	-1.7	90.6	-0.9	-0.7	99.6
CC1(C)Cc2c(C#N)c(SCC(=O)c3ccccc3)nc(N3CCOCC3)c2CO1	-1.6	-38.4	-1.5	15.9	-4.5	2.3	77.1	0.6	-5.3	73.9
CSC1=NCCN1C(=O)Cc1ccc(Cl)cc1	-5.9	11.5	0.7	18.4	9.9	-12.1	84.3	-0.1	2.7	84.2
CN1C(=O)/C(=C/c2ccccc2OCc2cccc(F)c2)NC1=S	-24.4	-81.2	2.4	8.1	-6.9	-9.8	86.4	-0.5	-0.6	91.9
O=C(O)c1ccc(/C=N/NC(=O)c2ccc(Br)cc2)cc1	x	-28.3	2.7	19.2	3.8	10.2	92.4	7.7	-1.0	106.0
O=C(Nc1ccccc1F)c1ccncc1	3.0	-27.1	1.3	11.7	13.9	-32.6	83.4	0.1	-3.4	99.2
Cc1ccc(-n2c(=O)c3sccc3n(Cc3cc(=O)n4ccccc4n3)c2=O)cc1	x	-23.9	4.7	28.3	22.5	-2.3	102.0	-7.9	1.2	102.2
CC(C)C1=NN2C(=N)CC(=O)N=C2S1	-30.1	-27.3	3.1	12.7	-7.3	-8.0	98.7	x	0.9	98.3
C=CCn1c(SCC(=O)c2cc(C)n(C(C)COC)c2C)nc2sc(C)c(C)c2c1=O (configuration not stated)	-1.1	-43.5	1.6	7.1	-11.9	-3.2	74.2	3.2	-5.1	66.4
CN(c1ccc(OCC(=O)OCC(=O)Nc2ccccc2F)cc1)S(=O)(=O)c1cccs1	x	7.8	-3.7	7.6	2.6	1.8	94.8	-3.1	-0.1	101.4
NCCOc1ccccc1Cc1ccccc1	5.0	-23.4	6.0	4.6	9.5	-4.2	76.5	0.2	-3.0	89.0
Cc1c(C(=O)NC(=S)NCC(C)C)oc2ccccc12	-9.3	-16.0	4.1	6.0	11.9	2.8	97.0	-10.1	-2.2	105.1
CCOC(=O)c1cnc2c(C(F)(F)F)cccc2c1N1CCOCC1	-15.4	-54.6	-1.1	0.7	2.6	-6.2	86.1	0.5	-3.6	79.7
COc1ccc(C(C)=O)cc1CSc1nc2ccccc2c(=O)n1-c1cccc(C)c1	x	-31.0	6.2	18.4	14.6	-0.3	33.8	-4.9	-5.2	7.3
COC(=O)c1c(C)[nH]c(C(=O)/C=C/c2ccccc2)c1C	x	-25.2	5.8	2.3	6.9	-0.5	28.4	-7.1	-5.4	44.2
COC(=O)c1ccc(-n2c(C)cc(-c3csc(NC(=O)c4ccc(S(=O)(=O)N(C)C)cc4)n3)c2C)cc1	x	-17.9	-0.9	18.7	2.0	-0.8	95.5	-13.7	-1.6	95.5
O=C(NNC(=O)c1cc2cc3ccccc3nc2s1)c1cccc(Cl)c1	-37.8	-70.2	1.9	7.8	4.0	-8.1	91.6	x	-2.1	71.3
CCS(=O)(=O)c1ccc2c(c1)N(S(C)(=O)=O)CC(C(=O)NCCOC)O2 (configuration not stated)	15.1	2.2	1.1	13.9	0.2	-6.6	98.2	x	0.0	90.0
O=C(COC(=O)c1ccc(-c2cnc3ccccc3n2)cc1)c1ccccc1	x	-27.5	-0.6	21.6	12.3	1.0	81.3	6.1	-1.5	77.7
Cc1ccc(C(=O)Nc2nnn(C)n2)cc1	x	-10.3	2.1	6.2	-9.6	-8.7	83.6	-0.7	-3.3	99.1
COc1ccc(C(=O)COC(=O)c2ccc(NC(=O)c3ccccc3)cc2)cc1	17.2	-32.5	0.3	5.5	-2.7	12.0	1.1*	x	-7.9	33.4
CN1CCN(CC(=O)Nc2c(C(=O)C3CC3)oc3ccccc23)CC1	-4.8	-9.8	8.2	11.0	-5.2	-8.2	68.5	x	-5.1	79.0
COC(=O)c1ccc(CSc2nc3scc(-c4cccs4)c3c(=O)[nH]2)o1	-2.8	-60.0	6.0	8.8	4.3	-17.4	101.5	1.7	-2.0	102.5
Cc1nc(SCc2c(F)cccc2Cl)c2c(=O)n(C)c(=O)n(C)c2n1	x	-27.8	0.7	13.7	1.6	-4.3	73.2	0.7	-0.7	69.6
Cc1nnc(SCc2cc(=O)oc3ccc4ccccc4c23)n1Cc1ccccc1	-52.4	-41.9	2.7	24.4	19.0	2.1	89.4	-6.7	0.5	87.6
O=c1[nH]c(-c2ccccc2)cs1	x	-35.5	2.6	9.0	0.7	-4.0	87.5	-0.9	-1.5	88.8
COc1ccc(S(=O)(=O)N(CC(=O)O)c2ccc(C)cc2)cc1	12.2	10.6	1.8	3.5	-3.1	-10.6	84.0	-1.2	-1.3	89.0
O=C1CC(N2CCC(c3nc4ccccc4o3)CC2)C(=O)N1c1cc(Cl)cc(Cl)c1 (configuration not stated)	-7.6	-29.5	0.2	3.2	6.5	-4.8	80.5	0.7	8.2*	81.5
O=C1C2CCCN2C(c2ccccc2F)N1c1ccc(Cl)cc1 (configuration not stated)	x	9.4	0.3	7.9	-15.7	-4.0	76.6	x	-2.1	85.6
Cc1noc(C)c1C(=O)Nc1cccnc1	3.5	-16.1	1.9	4.0	-12.6	-7.3	106.5	-0.5	-2.9	94.4
COc1ccc(S(=O)(=O)N2CCCC(C(=O)O)C2)cc1 (configuration not stated)	4.0	-27.5	1.5	5.5	-6.9	-5.5	96.3	x	-1.1	95.3
COc1ccc(CN2C(=O)C3C4C=CC(C4)C3C2=O)cc1 (configuration not stated)	-26.8	-24.9	2.9	1.4	-1.3	6.1	90.2	2.7	-1.8	98.4
O=C(NCCO)/C(=C\c1cccc([N+](=O)[O-])c1)NC(=O)c1ccco1	16.9	1.4	4.2	6.3	7.9	3.0	87.4	-8.9	0.1	90.5
CC(=O)Nc1ccccc1NC(=O)C/C(C)=N/NC(=O)c1ccc([N+](=O)[O-])c(Cl)c1	-21.2	-33.5	3.1	19.9	9.3	6.1	103.9	-1.1	-0.6	100.8
Cc1cc(C)c(NC(=O)CSc2nccn2C)c(C)c1	-9.5	-12.3	1.6	12.5	9.9	5.0	94.2	-1.5	-2.3	98.0
CCCN(CCC)S(=O)(=O)c1ccc(NC(=O)Cc2cccs2)cc1	-0.4	-38.5	2.7	3.0	-7.5	-6.1	93.8	0.0	-2.0	100.8
O=C(c1ccc(F)cc1)c1ccc(N2CCCC2)cc1	15.7	-50.8	2.7	10.4	3.1	-24.9	79.9	2.7	-3.7	94.6

In the list so far, these contain an aryl thioether with sulfur outside any ring:
SMILES	E-sel TNF inh	BB579 growth dn	NPY Y2 blocker	Measles CPE	GALR2 antag	Yeast life ext	bCat KO growth	Phagocyt inh	MRP1 act	HCT116 PTEN-null
Cn1c(CCNC(=O)c2ccccc2F)nnc1SCc1nc2ccccc2c(=O)[nH]1	22.7	-32.3	3.9	2.0	15.1	-12.4	89.5	-1.9	-0.8	98.3
CC1(C)Cc2c(C#N)c(SCC(=O)c3ccccc3)nc(N3CCOCC3)c2CO1	-1.6	-38.4	-1.5	15.9	-4.5	2.3	77.1	0.6	-5.3	73.9
C=CCn1c(SCC(=O)c2cc(C)n(C(C)COC)c2C)nc2sc(C)c(C)c2c1=O (configuration not stated)	-1.1	-43.5	1.6	7.1	-11.9	-3.2	74.2	3.2	-5.1	66.4
COc1ccc(C(C)=O)cc1CSc1nc2ccccc2c(=O)n1-c1cccc(C)c1	x	-31.0	6.2	18.4	14.6	-0.3	33.8	-4.9	-5.2	7.3
COC(=O)c1ccc(CSc2nc3scc(-c4cccs4)c3c(=O)[nH]2)o1	-2.8	-60.0	6.0	8.8	4.3	-17.4	101.5	1.7	-2.0	102.5
Cc1nc(SCc2c(F)cccc2Cl)c2c(=O)n(C)c(=O)n(C)c2n1	x	-27.8	0.7	13.7	1.6	-4.3	73.2	0.7	-0.7	69.6
Cc1nnc(SCc2cc(=O)oc3ccc4ccccc4c23)n1Cc1ccccc1	-52.4	-41.9	2.7	24.4	19.0	2.1	89.4	-6.7	0.5	87.6
Cc1cc(C)c(NC(=O)CSc2nccn2C)c(C)c1	-9.5	-12.3	1.6	12.5	9.9	5.0	94.2	-1.5	-2.3	98.0
